PKM2 activator = PKM2 (human) enzyme activation. AID 1631. actives 0.34% (n = 260,000). P14618. purified PKM2, Kinase-Glo ATP luminescence, activation; response scale: 0% is enzyme alone, no compound. Potency, µM (top dose mostly 57.5 µM), inactives show at the highest dose activation, hits mostly activators; further: potency means the concentration at half of the fitted maximal effect; on the % scale 0 is the no-effect control and ±100 the full control effect; nearly all actives have a fitted effect of over 55% in size
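Kinase-Glo luminescence reports ATP generated from ADP (0.1 mM) and PEP (0.5 mM) by purified hPK-M2 after 1 h at room temperature, pH 7.2 imidazole buffer; intermediate enzyme activity allows detecting inhibitors and activators.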
USP2a inh = USP2a (human) protease inhibition. O75604. USP2 core, Ub-CHOP2 coupled fluorogenic reporter, 485/531. Potency, µM (highest dose often 38.3 µM), inactives show at the highest dose activity change, negative = inhibition, most hits filed as inhibitors. actives 0.01% (n = 330,000). AID 463254;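 further: potency means the concentration at half of the fitted maximal effect; plate controls were DMSO wells for no effect and full inhibition by NEM control for full effect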
Target sequence (O75604 whole entry, looked up): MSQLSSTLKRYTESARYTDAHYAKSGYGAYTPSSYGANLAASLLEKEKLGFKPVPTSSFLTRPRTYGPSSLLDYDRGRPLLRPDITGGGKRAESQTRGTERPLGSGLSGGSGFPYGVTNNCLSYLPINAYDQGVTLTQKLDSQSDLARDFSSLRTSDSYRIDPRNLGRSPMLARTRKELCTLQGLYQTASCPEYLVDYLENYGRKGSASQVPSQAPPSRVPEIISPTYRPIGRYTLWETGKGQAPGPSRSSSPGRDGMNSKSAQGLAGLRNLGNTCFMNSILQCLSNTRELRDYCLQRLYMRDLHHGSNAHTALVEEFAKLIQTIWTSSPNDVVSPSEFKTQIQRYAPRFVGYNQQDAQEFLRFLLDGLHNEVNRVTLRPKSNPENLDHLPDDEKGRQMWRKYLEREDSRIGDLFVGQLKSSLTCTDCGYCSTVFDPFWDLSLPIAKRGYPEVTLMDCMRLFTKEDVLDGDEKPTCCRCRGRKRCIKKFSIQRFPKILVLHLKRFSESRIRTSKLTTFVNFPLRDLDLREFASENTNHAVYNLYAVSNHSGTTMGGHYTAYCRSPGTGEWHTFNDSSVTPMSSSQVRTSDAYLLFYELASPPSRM
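USP2 core (10nM final) preincubated 30min RT with compound in 20mM Tris-HCl pH 8.0, 2mM CaCl2, 2mM beta-mercaptoethanol, 0.05% CHAPS; 25nM Ub-CHOP2 plus 25nM reporter substrate added, fluorescence (Ex485/Em531) read after 60min.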
GALK inh = blocks human galactokinase activity | P51570 | Purified GALK, Kinase-Glo residual ATP luminescence | Potency, µM (series often up to 57.5 µM), inactives show at the highest dose activity change, negative = inhibition, usual class: inhibitors | actives 0.007% (n = 270,000) | AID 1868; further: potency means the concentration at half of the fitted maximal effect; on the % scale 0 is the no-effect control and ±100 the full control effect
Target sequence (P51570 whole entry, looked up): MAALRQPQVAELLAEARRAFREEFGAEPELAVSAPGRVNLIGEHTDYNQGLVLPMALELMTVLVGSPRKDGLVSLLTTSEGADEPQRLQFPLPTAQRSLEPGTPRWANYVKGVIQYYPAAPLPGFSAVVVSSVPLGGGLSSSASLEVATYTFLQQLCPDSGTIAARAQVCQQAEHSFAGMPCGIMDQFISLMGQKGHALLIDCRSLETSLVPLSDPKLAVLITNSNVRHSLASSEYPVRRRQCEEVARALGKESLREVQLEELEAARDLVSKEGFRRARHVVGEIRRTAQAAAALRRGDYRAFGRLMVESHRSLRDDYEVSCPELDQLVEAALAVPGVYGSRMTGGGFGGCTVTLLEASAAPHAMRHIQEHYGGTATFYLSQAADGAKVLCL
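Quantitative HTS: GALK 5 nM, ATP 35 uM, galactose 100 uM, 1 h room temperature, then luciferase-based ATP detection.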
FBPA coupling cs = inhibits coupling enzyme system, counter-screen for aldolase hits. coupling enzyme system counterscreen, AmpLite Red fluorescence. actives 0.67% (n = 290,000). activity change, negative = inhibition, % at 58.2 µM, hits read low. AID 2472; in the data active means activity change below about -30%; further: on the % scale 0 is the no-effect control and ±100 the full control effect
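Fluorescence at 525 nm excitation and 598 nm emission measured inhibition of the coupled detection system without aldolase. Compounds (at 57.5 uM final) were preincubated 10 min at room temperature with coupling enzyme reagent before a 20 min substrate/AmpLite Red step.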
Menin MLL FP TR = inhibitors of human menin-MLL interaction, mutant MLL peptide. O00255. Menin + Texas Red MLL mutant peptide, fluorescence polarization. Potency, µM (highest dose often 61.6 µM), without a hit: at the highest dose FP activity change, negative = inhibition, hits mostly inhibitors. actives 0.23% (n = 270,000). AID 1768; active means well fitted inhibition curve with a large enough effect in the polarisation, with a control signal flat, not every such curve was filed as active; inconclusive means small, poorly fitted or top-dose-only effect, or effect the other way, or a change in a side signal; inactive means no such curve, though single readings can be large or run the other way; the % refers to the polarisation; further: potency means the concentration at half of the fitted maximal effect; % of control where 0% means no effect; many of its hits are not listed in these tables
B2AR arrestin = beta2AR (human) beta-arrestin recruitment activity. P07550. beta-arrestin recruitment to beta2AR, cell-based reporter. Potency, µM (series often up to 46.1 µM), inactives show top-dose activation, actives largely listed as activators. actives 0.02% (n = 330,000);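 further: potency means the concentration at half of the fitted maximal effect; 0% = DMSO controls and full agonism = EC100 isoproterenol or metaproterenol; nearly all actives have a fitted effect of over 65% in size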
TRPV1 ag = human TRPV1 agonism; actives 0.19% (n = 320,000); TRPV1-expressing cells, Fluo-8 calcium influx, agonist mode; activation, % at 8.33 µM; Q8NER1; AID 540275; in the data active means activation above about 80%; inconclusive means between about 30% and that limit; further: 0% is about no effect
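Fluo-8 calcium influx in TRPV1-expressing cells, kinetic read (ex 480/em 520 nm). Compound added and read 3 min for agonist activity, followed by capsaicin at EC20 final and 2 min further read for enhancement.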
hERG WT inh = KCNH2 (human, wildtype) channel inhibition | Q12809 | U2OS, BacMam KCNH2, thallium flux FluxOr; stronger effect = lower value | activity change, % at 1.84 µM | actives 0.37% (n = 340,000) | AID 720551;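 active means maximum activity change below -70%; inconclusive means maximum activity change between -70% and -50%; inactive means maximum activity change above -50%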; further: on the % scale 0 is the no-effect control and ±100 the full control effect
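U2OS cells transduced with wild-type KCNH2 virus are loaded with FluxOr dye for 45 min, and thallium flux is measured in kinetic reads before and after stimulation buffer. Rate constants are normalized to DMSO controls.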
Giardia killer = Giardia lamblia killing | activity change, % at 7.66 µM, hits read low | actives 0.15% (n = 340,000) | Giardia lamblia trophozoite viability; in the data active means activity change below about -80%; inconclusive means between about -30% and that limit;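 further: parasites exposed to compound for two days anaerobically before the ATP read; on the % scale 0 is the no-effect control and ±100 the full control effect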
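Anaerobic 48 hrs incubation at 37 deg C of 100 trophozoites/well with test compounds; ATPLite 1-Step luminescence, 15-30 min RT, reports cellular ATP as viability.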
KCNH2 3.1 inh = inhibitors of human KCNH2 3.1 potassium channel isoform; U2OS KCNH2 3.1, thallium flux FluxOr; stronger effect = lower value; activity change, % (tested at about 1.8 µM); actives 0.95% (n = 340,000); AID 720553;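 active means maximum activity change below -70%; inconclusive means maximum activity change from -70% to -50%; inactive means maximum activity change above -50%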;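 further: thallium influx rate constant from kinetic fluorescence after stimulation buffer; on the % scale 0 is the no-effect control and ±100 the full control effect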
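Normalized rate constant (relative to positive and negative DMSO controls) derived from a 2 min kinetic fluorescence read after stimulation; U2OS cells expressing the 3.1 isoform via virus at 1.77 x 10^8 /mL.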
CXXC DNA block = blocks binding of human MLL CXXC domain to DNA | actives 0.037% (n = 290,000) | MLL-CXXC / FITC-HOXA9 DNA fluorescence polarization | Potency, µM (doses to about 115 µM), for the others: at the highest dose activity change, negative = inhibition, usual class: inhibitors | Q03164; active means well fitted inhibition curve with a large enough effect in the polarisation, with a control signal flat, not every such curve was filed as active; inconclusive means small, poorly fitted or top-dose-only effect, or effect the other way, or a change in a side signal; inactive means no such curve, though single readings can be large or run the other way; the % refers to the polarisation; further: potency means the concentration at half of the fitted maximal effect
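Purified MLL-CXXC (added from a 7 uM solution) was preincubated 5 min at ambient with pinned compounds in 50 mM Tris-HCl pH 7.5, 50 mM NaCl, 1 mM DTT, 0.05% BSA. Fluorescein-labeled HOX-A9 DNA (50 nM solution) followed, 30 min, then polarization read.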
Numbers without * were called inactive; ? = inconclusive; · = not tested or not shown; [ ] = remark or other dose. Unless noted, the call rests on the fitted dose curve; in most records, active means well fitted curve in the direction sought with a large enough effect; inconclusive means small, poorly fitted or top-dose-only effect, or another doubt; inactive means no such curve, though single readings can be large; an effect the other way counts as inactive or inconclusive. These rows are one share of the data; count on the stated rates, not on these rows.

Structure	PKM2 activator	USP2a inh	GALK inh	FBPA coupling cs	Menin MLL FP TR	B2AR arrestin	TRPV1 ag	hERG WT inh	Giardia killer	KCNH2 3.1 inh	CXXC DNA block
CC(C)c1cc(C(=O)O)on1	-7%	8%	1%	-4	-3%	-0.2%	2	-2	1	4	7%
O=c1oc(-c2ccco2)nc2sc3c(c12)CCCC3	-7%	2%	1%	0	10%	-0.5%	0	-8	-8	5	0%
O=C(CCSc1nc(-c2ccco2)cc(C(F)(F)F)n1)NCc1cccs1	-15%	-1%	0%	4	14%	-0.5%	?	-2	4	5	-4%
COc1ccc(-c2csc(NC(=O)/C(N=Nc3ccccc3)=C(\C)O)n2)cc1	1%	0%	5%	1	?	0.0%	-1	·	·	·	5%
O=C(/C=C/c1ccccc1)Nc1cccnc1	-9%	0%	4%	-3	-33%	-0.1%	?	-7	-22	9	0%
O=C(NC(c1ccccc1)c1ccccc1)c1ccc(CO)cc1	0%	-1%	-1%	0	-1%	0.0%	2	3	3	-11	-8%
O=C1CCCc2nc3nc4ccccc4n3cc21	-13%	-4%	-1%	-2	0%	0.1%	26	·	·	·	-5%
Cc1ccc(S(=O)(=O)NNC(=O)c2cnn(-c3ccc(Cl)cc3)c2C(F)(F)F)cc1	0%	1%	13%	2	·	3.2%	0	-4	-5	-1	-18%
O=C(O)c1ccccc1C(=O)NCC(O)COCC1CC=CCC1 (stereo not given)	3%	2%	1%	2	-4%	-1.8%	22	11	-3	11	4%
Cc1nc2ccc(NS(=O)(=O)c3ccc(C)c(C)c3)cc2s1	?	4%	2%	-5	1%	-0.3%	-2	-19	6	-13	6%
CCc1nnc(SCC(=O)Nc2ccc3ccccc3c2)n1N	·	-1%	·	·	·	5.3%	·	-12	27	-5	·
C[C@@H]1[C@H]2[C@@H]3CC[C@@H](C3)[C@H]2CN[C@H]1c1cn(Cc2ccccc2)c2ccccc12	·	1%	·	·	·	0.0%	·	-2	-12	-7	·
CC(C)C1Oc2ccccc2C(=O)N(CC(=O)c2ccc3c(c2)OCCO3)C1=O (stereo not given)	·	2%	9%	·	·	0.1%	10	-16	9	-44	-1%
CCCn1c(=N)n(CCOc2ccc(OC)cc2)c2ccccc21	0%	2%	-1%	3	-29%	0.0%	0	22	10	-43	17%
Cn1ncc(Cl)c1C(=O)NCc1cc(C(C)(C)C)n[nH]1	-9%	1%	0%	2	5%	-1.7%	-2	1	13	12	-2%
O=S(=O)(O)c1nc2ccccc2n1CCOc1ccccc1	-2%	0%	-3%	13	29%	-0.2%	2	0	-12	-3	-6%
COc1ccc(N2C(N)=C(C#N)C(c3cccnc3)C3=C2CC(C)(C)CC3=O)cc1 (stereo not given)	29%	1%	0%	-7	2%	-0.1%	-1	2	2	-6	-11%
Nc1c(C(=O)NCc2ccccc2)sc2nc(N3CCOCC3)c3c(c12)CCCC3	2%	2%	1%	12	18%	0.0%	1	4	10	-72*	-4%
O=C(CSc1nnc(-c2ccco2)n1-c1ccccc1)NCCc1ccccc1	5%	-1%	7%	2	-7%	0.2%	0	-7	-3	-7	16%
O=C(O)c1ccc(S(=O)(=O)/N=C2\C=C(Nc3ccccc3F)C(=O)c3ccccc32)cc1	-4%	1%	?	-45*	?	-0.1%	-1	5	-3	-6	?

The listing continues:
Structure	PKM2 activator	USP2a inh	GALK inh	FBPA coupling cs	Menin MLL FP TR	B2AR arrestin	TRPV1 ag	hERG WT inh	Giardia killer	KCNH2 3.1 inh	CXXC DNA block
CCOc1ccc(N(CC(=O)Nc2ccc(C)c(F)c2)C2=NC3CS(=O)(=O)CC3S2)cc1 (stereo not given)	·	0%	8%	3	20%	0.6%	-1	13	-25	?	3%
CCN1C(=O)[C@H]2[C@@H](c3ccc(-c4ccc(Cl)c(Cl)c4)cc3)N[C@@](CC(C)C)(C(=O)OC)[C@H]2C1=O	·	-2%	·	·	·	-0.2%	7	-2	-19	21	·
CCN(CC)c1nc(N)c2c(N)nc3c(c2c1C#N)CC(c1ccccc1)O3 (stereo not given)	5%	-13%	-2%	0	2%	0.5%	-4	24	-4	4	8%
C#CCOc1ccc2ccccc2c1/C=C(/C#N)c1ccc(C(=O)O)cc1	-2%	-4%	1%	13	34%[activator]	-1.0%	1	-13	7	1	-16%
CCOC(=O)N1CCN(C(=O)c2ccc3c(c2)sc2nc(-c4ccc(OC)cc4)cn23)CC1	3%	0%	-2%	1	3%	0.2%	-2	-2	13	-9	-6%
CCC1OC2(C)OC(=N)C1(C#N)C(C#N)(C#N)C2c1ccccc1 (stereo not given)	-1%	3%	2%	4	-7%	-1.0%	-1	0	10	3	10%
COc1cc2c(cc1OC)-c1cc(OCCN3CCOCC3)nc(=O)n1CC2	-17%	3%	0%	0	4%	-0.3%	-1	0	31[activator]	4	21%
NC(=O)COC(=O)CNC(=O)c1sc2ccccc2c1Cl	?	1%	1%	3	-14%	0.1%	-3	-3	-9	8	-6%
Cc1ccc(C(=O)COC(=O)c2cccc(N3C(=O)c4c(C)nc5ccccc5c4C3=O)c2)cc1C	-5%	-1%	0%	2	?	0.4%	-1	-2	-12	-4	6%
CN(c1ccc(C(=O)NCc2ccccn2)cc1)S(C)(=O)=O	-5%	0%	4%	0	?	-1.6%	0	13	7	20	-10%
COc1cc(CC(=O)Nc2ccc3c(c2)CCC3)cc(OC)c1OC	9%	2%	0%	0	-18%	-2.3%	-4	-2	1	-3	7%
CC(C)C(=O)n1nc(-c2cccnc2)nc1NCc1cccs1	2%	2%	1%	5	?	-0.1%	8	-2	-3	12	2%
COC(=O)c1ccc(C(=O)OC)c(NC(=O)CCc2ccc(C)o2)c1	?	-1%	0%	1	-12%	-0.3%	?	-15	-4	19	-9%
Cc1cc(NS(=O)(=O)c2ccc(NC(=O)CCN3C(=O)c4ccccc4C3=O)cc2)no1	-12%	1%	2%	9	13%	-0.9%	0	-1	9	4	-3%
Cc1ccc(S(=O)(=O)c2nc(S(=O)(=O)c3ccc(C)cc3)c(NCc3ccco3)s2)cc1	1%	-1%	1%	·	?	0.3%	-4	18	-10	-10	8%
O=C(c1ccc(CN2CCOCC2)cc1)N1CCN(c2ccccc2)CC1	8%	0%	0%	4	-21%	-0.4%	0	19	-12	11	3%
Cc1cc(C)nc(NC(=O)NS(=O)(=O)N2CCCCCC2)n1	1%	4%	3%	2	3%	0.2%	0	12	-18	13	5%
Cc1ccc(S(=O)(=O)N(C)C)cc1NC(=O)COC(=O)c1c(C)noc1C	4%	1%	0%	4	5%	-1.8%	-1	-3	6	-13	-12%
C=CCOc1c(Br)cc(CNCCCN2CCOCC2)cc1OC	-4%[11.5 µM]	-5%	-2%	2	-29%	-0.2%	2	-11	5	-1	-3%
CC(=O)Cc1nsc(NC(=O)c2csc3c2CCCC3)n1	8%	-1%	-1%	1	-4%	0.5%	10	8	-5	-4	-2%

Next entries:
Structure	PKM2 activator	USP2a inh	GALK inh	FBPA coupling cs	Menin MLL FP TR	B2AR arrestin	TRPV1 ag	hERG WT inh	Giardia killer	KCNH2 3.1 inh	CXXC DNA block
O=c1nc(Nc2cccc(Cl)c2)oc2cc(Cl)oc(=O)c12	-1%	3%	3%	4	34%[activator]	0.3%	2	-15	-13	-9	?
Cn1cccc1C(=O)NC1CCCCC1	·	-2%	·	·	·	0.1%	8	-6	0	-27	·
CC1CC(=O)NN1C(=O)c1ccccc1 (stereo not given)	3%	3%	-4%	0	·	-0.3%	·	-9	2	12	-1%
CO/N=C/CC(=O)Nc1ccc(F)cc1F	-4%	0%	2%	3	-7%	-0.1%	-4	-6	4	-7	-6%
CCc1nnc(NC(=O)Cc2ccc(OC)cc2)s1	6%	2%	0%	3	·	0.1%	-1	2	-3	-19	0%
c1ccc(-c2cnc(SCCN3CCOCC3)n2CC2CCCO2)cc1 (stereo not given)	3%	2%	-1%	-2	-9%	0.2%	1	6	-28	-9	9%
N#C/C(=C\c1cn(-c2ccccc2)nc1-c1ccccc1)S(=O)(=O)c1ccccc1	-4%	2%	0%	7	-3%	0.5%	23	10	-14	-4	-4%
COc1cc(NS(=O)(=O)c2cccc3nsnc23)cc(OC)c1	-3%	-1%	1%	-2	·	0.3%	1	6	-1	-11	3%
COC(=O)CCC(=O)OC	·	-1%	·	·	·	-0.4%	·	-11	-22	6	·
O=C(NCc1ccccc1)c1cc(-c2ccncc2)nc2ccc(S(=O)(=O)N3CCOCC3)cc12	-6%	0%	·	-1	8%	-0.5%	0	8	17	-22	3%
O=C(Nc1ccc(Cl)cc1)Nc1ccccc1C(=O)NCc1ccco1	-2%	-2%	0%	-5	?	0.4%	-5	5	-4	-7	-5%
